High-throughput results from PubChem.
S1P4 ag = human S1P4 receptor agonism. 0.35% of 220,000 active. activation, % at 4.98 µM. O95977. AID 1509. S1P4-expressing cell line, agonist reporter assay; in the data active = activation above about 11%;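 note: 0% = DMSO vehicle and 100% = reference agonist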
Target sequence (O95977 whole entry, looked up): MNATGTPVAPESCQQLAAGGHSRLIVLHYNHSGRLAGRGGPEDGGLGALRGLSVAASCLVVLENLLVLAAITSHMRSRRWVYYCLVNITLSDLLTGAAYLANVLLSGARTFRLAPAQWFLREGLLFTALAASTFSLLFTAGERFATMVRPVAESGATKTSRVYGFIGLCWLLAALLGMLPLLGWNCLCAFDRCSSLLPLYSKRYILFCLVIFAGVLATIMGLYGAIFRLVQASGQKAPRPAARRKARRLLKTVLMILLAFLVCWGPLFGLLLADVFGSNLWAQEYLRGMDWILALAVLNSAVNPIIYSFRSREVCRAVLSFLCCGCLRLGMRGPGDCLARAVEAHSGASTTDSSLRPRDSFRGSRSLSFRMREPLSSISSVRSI
Ba/F3 V617F tox = lowers viability of Ba/F3 cells expressing EpoR and JAK2V617F. ATP luminescence. inhibition, % at 5.6 µM. 1.1% of 220,000 active. AID 1446;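 active = inhibition above the campaign mean plus 3 SD over all tested compounds, cut at about 24% in these data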;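 note: cytokine-independent growth of Ba/F3 cells driven by EpoR plus mutant JAK2; 0% = DMSO-treated cells and 100% = JAK inhibitor I control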
S1P4 antag = antagonists of human S1P4 receptor; inhibition, % at 4.98 µM; 0.26% of 220,000 active; S1P4-expressing cells, antagonist mode, reporter read-out; AID 1510; in the data active = inhibition above about 29%;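 note: 0% = wells stimulated with agonist and 100% = vehicle wells without agonist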
EP2 modulator = EP2 receptor (human) modulation; P43116; EP2-expressing cells, cAMP HTRF FRET, PGE2 co-stimulation; induction, % at 25 µM; 0.83% of 260,000 active;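 active = compounds whose cAMP rise, as percent of the full-agonist control response, exceeds 60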;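 note: rat C6 glioma line stably carrying human EP2 under a CMV promoter; the protocol text gives 20 µM as final concentration; 100% = response of wells given 1 µM PGE2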
BaF3 parental = reduces parental Ba/F3 cell viability, JAK2V617F counter-screen | CellTiter-Glo ATP luminescence | inhibition, % at 5.6 µM | 1.1% of 220,000 active | AID 1486;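 active = inhibition above a per-campaign cutoff, the mean inhibition of all tested compounds plus 3 SD, cut at about 27% in these data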;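 note: 0% = DMSO wells and 100% = JAK Inhibitor I control wells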
TRPML3 agonist = activates the human TRPML3 channel; HEK293 TRPML3-YFP, Fluo-8 calcium fluorescence; 100% = the carbachol control signal; Q8TDD5; 0.29% of 220,000 active; AID 1448; activation, % at 3 µM;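 active = activation above its plate's cutoff, the mean activation of the plate's test wells plus 3 SD, cut at about 12% in these data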;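 note: 0% = DMSO only wells and 100% = carbachol wells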
Target sequence (Q8TDD5 whole entry, looked up): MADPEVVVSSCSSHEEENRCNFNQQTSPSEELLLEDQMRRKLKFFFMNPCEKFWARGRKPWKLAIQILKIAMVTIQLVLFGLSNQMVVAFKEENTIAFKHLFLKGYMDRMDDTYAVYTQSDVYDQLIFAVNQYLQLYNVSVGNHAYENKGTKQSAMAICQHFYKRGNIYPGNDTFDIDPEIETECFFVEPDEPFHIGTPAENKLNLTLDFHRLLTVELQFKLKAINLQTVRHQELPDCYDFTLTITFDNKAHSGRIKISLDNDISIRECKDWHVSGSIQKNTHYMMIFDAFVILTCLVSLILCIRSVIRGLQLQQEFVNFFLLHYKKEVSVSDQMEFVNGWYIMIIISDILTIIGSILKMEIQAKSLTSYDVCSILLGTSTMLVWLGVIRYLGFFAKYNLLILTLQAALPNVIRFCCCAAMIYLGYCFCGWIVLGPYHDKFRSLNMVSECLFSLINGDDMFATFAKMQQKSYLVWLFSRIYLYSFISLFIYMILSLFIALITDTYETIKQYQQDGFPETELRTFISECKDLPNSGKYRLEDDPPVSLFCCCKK
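Test system – HEK293 line with stable expression of human TRPML3-YFP channel · Control set – carbachol 87 µM final as high control (100%), DMSO as low control (0%) · Signal – Fluo-8 calcium dye fluorescence, ex 470-495, em 515-575 nm · Incubation – 1-h 37 °C dye load, 5-s basal, 120-s post-compound reads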
TRPN1 ag = zebrafish TRPN1 (NompC) channel agonism; AID 1424; HEK293 zebrafish TRPN1-YFP, Fluo-8 calcium fluorescence; 100% = response to 87 µM carbachol; 0.18% of 220,000 active; activation, % at 3 µM;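 active = activation above its plate's cutoff, the mean activation of test wells on that plate plus 3 SD, cut at about 19% in these data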;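 note: 0% = DMSO alone and 100% = 87 µM carbachol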
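Control set: carbachol 87 µM as high control, DMSO as low control; system: HEK293 stable line with zebrafish TRPN1-YFP; read-out: % activation versus carbachol response; detection: intracellular calcium fluorescence with Fluo-8; doses: single test compound dose, 3 µM nominal, 0.3% DMSO; schedule: dye 1 h 37 °C plus 30 min RT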
PERK inh = human PERK inhibition, primary cell-based screen; Q9NZJ5; CHO PERK-DD fusion, SEAP luminescence translation reporter; inhibition, % at 5.6 µM; 0.17% of 220,000 active; AID 1416;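 active = inhibition above the mean inhibition of all tested compounds plus 3 SD, set separately per screening campaign, cut at about 2.9% in these data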;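 note: PERK kinase domain activated by AP20187 dimerizer at 100 nM; 0% = DMSO with dimerizer and 100% = rapamycin at 8.4 µM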
m-calpain inh = inhibitors of pig calpain II | inhibition, % at 16 µM | purified calpain II, fluorogenic peptide substrate, 30 min | 0.37% of 220,000 active | AID 1236;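 active = inhibition above about 50%, limit read from the data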
Numbers without * were called inactive. Compounds as they come. Share with any hit: about 3.6%.

Screening Cc1onc(-c2c(Cl)cccc2Cl)c1C(=O)N1CCCc2ccccc21 returned S1P4 ag 1.6, Ba/F3 V617F tox -0.6, S1P4 antag 6.0, EP2 modulator 52.9, BaF3 parental 7.8, TRPML3 agonist -0.1, TRPN1 ag -1.6, PERK inh -1.9 and m-calpain inh 9.0.
O=C(C[n+]1cc(Br)cc(Br)c1)c1cccc([N+](=O)[O-])c1 was read as S1P4 ag -1.4, Ba/F3 V617F tox 0.5, S1P4 antag 0.6, EP2 modulator -19.1, BaF3 parental 2.1, TRPML3 agonist 0.8, TRPN1 ag 0.3, PERK inh 1.1 and m-calpain inh 7.5.
CN=c1scc(C)n1/N=C/c1ccc(O)cc1 was read as S1P4 ag 0.8, Ba/F3 V617F tox 1.8, S1P4 antag -4.6, EP2 modulator -13.3, BaF3 parental 3.0, TRPML3 agonist 0.1, TRPN1 ag 0.2, PERK inh 2.2 and m-calpain inh -40.0.
CCCCCn1c(=O)[nH]c2cc(C(=O)NCCCN(C)Cc3ccccc3)ccc2c1=O was read as S1P4 ag 1.0, Ba/F3 V617F tox -0.3, S1P4 antag -6.4, EP2 modulator -68.8, BaF3 parental 1.7, TRPML3 agonist 1.2, TRPN1 ag 2.4, PERK inh -0.5 and m-calpain inh -22.0.
For Cc1ccc2c(c1)[C@@H](O)C[C@@H](C)N2N=O the results were S1P4 ag 0.6, Ba/F3 V617F tox 2.0, S1P4 antag -23.1, EP2 modulator 9.5, BaF3 parental 1.4, TRPML3 agonist 0.2, TRPN1 ag -0.4, PERK inh 0.2 and m-calpain inh 17.1.
For CCCc1cc(=O)[nH]c(NCc2ccc(Cl)cc2)n1 the results were S1P4 ag 2.2, Ba/F3 V617F tox 4.8, S1P4 antag -9.5, EP2 modulator 42.6, BaF3 parental 11.4, TRPML3 agonist -1.6, TRPN1 ag 0.1, PERK inh -0.8 and m-calpain inh 10.9.
Screening CCC1CCCCN1CCCNC(=O)C1CCC(Cn2c(=O)[nH]c3ccccc3c2=O)CC1 (configuration not stated) returned S1P4 ag 2.4, Ba/F3 V617F tox 2.9, S1P4 antag 2.7, EP2 modulator 2.9, BaF3 parental 6.3, TRPML3 agonist 1.1, TRPN1 ag -0.6, PERK inh 0.3 and m-calpain inh -15.9.
Screening Cc1ccc(Oc2ccc(C=O)cn2)cc1 returned S1P4 ag -0.6, Ba/F3 V617F tox 2.5, S1P4 antag -18.8, EP2 modulator 9.0, BaF3 parental 3.5, TRPML3 agonist -0.5, TRPN1 ag -2.0, PERK inh 0.3 and m-calpain inh 8.6.
COc1ccc(C(=O)N[C@H](C(=O)NCc2ccco2)C(C)C)cc1 was read as S1P4 ag -0.4, Ba/F3 V617F tox 2.8, S1P4 antag -4.0, EP2 modulator -7.4, BaF3 parental 0.6, TRPML3 agonist -1.2, TRPN1 ag -0.3, PERK inh 1.1 and m-calpain inh 4.4.
`CCC(C)OC1OC(CO)C(O)C(O)C1NC(C)=O` (configuration not stated) gave S1P4 ag -0.1, Ba/F3 V617F tox 4.2, S1P4 antag -20.4, EP2 modulator 25.3, BaF3 parental 4.8, TRPML3 agonist 0.5, TRPN1 ag 2.0, PERK inh 0.0 and m-calpain inh 11.0.

Taken from the entries so far (2 entries):
Screening Cc1onc(-c2c(Cl)cccc2Cl)c1C(=O)N1CCCc2ccccc21 returned S1P4 ag 1.6, Ba/F3 V617F tox -0.6, S1P4 antag 6.0, EP2 modulator 52.9, BaF3 parental 7.8, TRPML3 agonist -0.1, TRPN1 ag -1.6, PERK inh -1.9 and m-calpain inh 9.0.
O=C(C[n+]1cc(Br)cc(Br)c1)c1cccc([N+](=O)[O-])c1 was read as S1P4 ag -1.4, Ba/F3 V617F tox 0.5, S1P4 antag 0.6, EP2 modulator -19.1, BaF3 parental 2.1, TRPML3 agonist 0.8, TRPN1 ag 0.3, PERK inh 1.1 and m-calpain inh 7.5.

Additional records follow.
For CCOc1ccc(CCNC(=O)C2CCN(c3nn4c(=O)cc(C)nc4s3)CC2)cc1 the results were S1P4 ag 1.8, Ba/F3 V617F tox 0.2, S1P4 antag -5.7, EP2 modulator 11.5, BaF3 parental 11.0, TRPML3 agonist 0.7, TRPN1 ag -0.5, PERK inh 0.1 and m-calpain inh -35.9.
CSc1ccc(CNc2nc3ccccc3n3cnnc23)cc1 was read as S1P4 ag 0.7, Ba/F3 V617F tox -0.1, S1P4 antag 5.9, EP2 modulator 10.1, BaF3 parental -4.9, TRPML3 agonist 0.7, TRPN1 ag -0.2, PERK inh -0.2 and m-calpain inh -25.0.
Cc1ccc(C(=O)N2CCN=C2SCc2ccc([N+](=O)[O-])cc2)cc1C was read as S1P4 ag 2.5, Ba/F3 V617F tox -0.3, S1P4 antag 2.0, EP2 modulator 18.6, BaF3 parental 5.5, TRPML3 agonist 0.6, TRPN1 ag 1.1, PERK inh 0.4 and m-calpain inh 6.7.
CN(C)S(=O)(=O)c1ccc(N2CCCC2)c(C(=O)Nc2ccccc2OC(F)F)c1 was read as S1P4 ag 0.4, Ba/F3 V617F tox 3.4, S1P4 antag -4.1, EP2 modulator -12.0, BaF3 parental 6.3, TRPML3 agonist 5.0, TRPN1 ag -0.2, PERK inh 0.3 and m-calpain inh 26.7.
`CC(C)(C)C1CCC(C(=O)OCC(=O)N2CCOCC2)CC1` (configuration not stated) gave S1P4 ag 0.7, Ba/F3 V617F tox 4.2, S1P4 antag -20.2, EP2 modulator -4.2, BaF3 parental 4.2, TRPML3 agonist 1.3, TRPN1 ag 2.0, PERK inh -0.6 and m-calpain inh 34.8.
CCCCn1c(SCC(=O)OC)nc2c1c(=O)n(C)c(=O)n2C was read as S1P4 ag -3.2, Ba/F3 V617F tox 5.7, S1P4 antag -16.1, EP2 modulator 30.3, BaF3 parental 3.2, TRPML3 agonist -0.4, TRPN1 ag 0.8, PERK inh -0.4 and m-calpain inh -15.9.
For Cc1ccsc1CNC1C2CC3CC(C2)CC1C3 (configuration not stated) the results were S1P4 ag 2.8, Ba/F3 V617F tox -3.8, S1P4 antag -2.2, EP2 modulator 13.7, BaF3 parental 1.4, TRPML3 agonist 0.6, TRPN1 ag 1.4, PERK inh -0.4 and m-calpain inh -20.9.
For CCn1c(CNC(=O)c2cccc(C)c2)nnc1SCC(=O)Nc1cccc(OC)c1 the results were S1P4 ag 0.9, Ba/F3 V617F tox -3.2, S1P4 antag -24.0, EP2 modulator 7.8, BaF3 parental 2.3, TRPML3 agonist -1.9, TRPN1 ag 0.8, PERK inh -0.6 and m-calpain inh 3.4.
For CCOCCCNC(=O)/C(C#N)=C/c1ccc(-c2ccc(S(=O)(=O)N3CCOCC3)cc2)o1 the results were S1P4 ag -1.0, Ba/F3 V617F tox 0.2, S1P4 antag -8.4, EP2 modulator 0.0, BaF3 parental 8.4, TRPML3 agonist 0.5, TRPN1 ag 0.7, PERK inh -0.1 and m-calpain inh -124.3.
`CCCCCC(O)CCc1n[nH]c(=S)n1-c1ccccc1` (configuration not stated) gave S1P4 ag 0.5, Ba/F3 V617F tox -2.1, S1P4 antag -4.2, EP2 modulator 11.4, BaF3 parental 0.0, TRPML3 agonist 0.2, TRPN1 ag 0.8, PERK inh 0.2 and m-calpain inh -10.6.
Screening COc1ccc(C2CC(c3ccc(C)cc3)Nc3ncnn32)cc1 (configuration not stated) returned S1P4 ag -0.3, Ba/F3 V617F tox -1.1, S1P4 antag -2.7, EP2 modulator -4.6, BaF3 parental 3.2, TRPML3 agonist 1.1, TRPN1 ag 4.8, PERK inh 0.3 and m-calpain inh -5.0.
`O=C(CN1CCOCC1)Nc1ccc2c(c1)CCC2` gave S1P4 ag 1.3, Ba/F3 V617F tox -2.5, S1P4 antag -61.0, EP2 modulator -0.1, BaF3 parental -3.7, TRPML3 agonist -0.1, TRPN1 ag 1.8, PERK inh 0.2 and m-calpain inh -13.1.
`CCOc1ccc(/C=N/NC(=O)CC(=O)Nc2ccc(Cl)c(Cl)c2)cc1` gave S1P4 ag -1.1, Ba/F3 V617F tox -3.7, S1P4 antag -18.7, EP2 modulator 0.1, BaF3 parental 4.4, TRPML3 agonist 0.0, TRPN1 ag -1.1, PERK inh 1.5 and m-calpain inh 27.8.
Screening Cc1sc2ncn(CC(=O)OC(C)C)c(=O)c2c1C returned S1P4 ag 0.7, Ba/F3 V617F tox 0.0, S1P4 antag -13.6, EP2 modulator 23.4, BaF3 parental 1.2, TRPML3 agonist 0.8, TRPN1 ag -0.8, PERK inh -0.1 and m-calpain inh -8.4.
CCc1nc2ccc(C(=O)O)cc2nc1CC was read as S1P4 ag -1.2, Ba/F3 V617F tox -3.1, S1P4 antag -9.8, EP2 modulator 9.6, BaF3 parental 2.7, TRPML3 agonist 0.9, TRPN1 ag -1.3, PERK inh 0.2 and m-calpain inh 13.3.
For N#C/C(=C\c1ccc(-c2cccc([N+](=O)[O-])c2)o1)C(=O)N1CCOCC1 the results were S1P4 ag 0.7, Ba/F3 V617F tox -2.4, S1P4 antag -11.8, EP2 modulator -31.9, BaF3 parental 6.1, TRPML3 agonist 0.1, TRPN1 ag 1.6, PERK inh 0.0 and m-calpain inh 5.4.
`Cc1cccc(N2CCN(S(=O)(=O)c3ccc4c(c3)n(C)c(=O)c(=O)n4C)CC2C)c1` (configuration not stated) gave S1P4 ag 0.4, Ba/F3 V617F tox 0.5, S1P4 antag 9.5, EP2 modulator 39.2, BaF3 parental 13.4, TRPML3 agonist 0.4, TRPN1 ag -0.8, PERK inh 0.3 and m-calpain inh 0.8.
For COc1ccc(-c2nnn(CC(=O)N(CC(=O)NCCC(C)C)c3ccccc3)n2)cc1OC the results were S1P4 ag -2.0, Ba/F3 V617F tox -0.2, S1P4 antag 2.1, EP2 modulator -20.4, BaF3 parental 3.6, TRPML3 agonist 0.5, TRPN1 ag -0.3, PERK inh -0.8 and m-calpain inh 18.6.
For Cc1onc(-c2c(Cl)cccc2Cl)c1C(=O)NCC1CCCO1 (configuration not stated) the results were S1P4 ag 1.1, Ba/F3 V617F tox 0.3, S1P4 antag -13.1, EP2 modulator 17.8, BaF3 parental 3.5, TRPML3 agonist 0.0, TRPN1 ag 1.4, PERK inh -0.6 and m-calpain inh -8.2.
Clc1ccc(CO/N=C/c2cccs2)cc1 was read as S1P4 ag 0.8, Ba/F3 V617F tox -1.9, S1P4 antag -1.6, EP2 modulator -14.2, BaF3 parental -3.3, TRPML3 agonist 1.0, TRPN1 ag 0.4, PERK inh 2.6 and m-calpain inh 6.2.
For CCc1cccc2c(C=C(C#N)C#N)cn(CC(=O)N3CCCC3)c12 the results were S1P4 ag 0.6, Ba/F3 V617F tox -3.0, S1P4 antag -10.8, EP2 modulator 4.5, BaF3 parental 4.5, TRPML3 agonist 0.2, TRPN1 ag -0.1, PERK inh 1.1 and m-calpain inh -28.0.
O=C(CSc1ccc(-c2cccnc2)nn1)N1CCCc2ccccc21 was read as S1P4 ag 1.7, Ba/F3 V617F tox 3.1, S1P4 antag -5.2, EP2 modulator -25.6, BaF3 parental 1.0, TRPML3 agonist -0.2, TRPN1 ag 1.8, PERK inh -0.5 and m-calpain inh 7.9.
Screening CCn1ccnc1CN1CCc2c([nH]c3ccccc23)C1C(C)(C)C (configuration not stated) returned S1P4 ag 0.1, Ba/F3 V617F tox 8.5, S1P4 antag 10.2, EP2 modulator 5.9, BaF3 parental 6.9, TRPML3 agonist -0.1, TRPN1 ag -0.9, PERK inh -1.5 and m-calpain inh 30.0.
